TEAD-YAP block – TEAD-YAP interaction inhibition, primary screen, TEAD-YAP interaction inhibitor project, luminescence, HEK-TIYL cells; TEAD-Gal4/YAP UAS-luciferase luminescence; inhibition, % at 9.12 µM; actives 1.4% (n = 640,000); AID 1259422, 2018; in the data active = inhibition above about 32%;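 note: 0% = median of test compound wells and 100% = reference inhibitor wells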
MITF inh – MITF inhibitors, primary screen, biochemical, AlphaScreen, human; Microphthalmia-associated transcription factor (Homo sapiens), O75030; AlphaScreen MITF homodimerization, bead proximity signal; inhibition, % at 2.6 µM; actives 0.91% (n = 650,000); AID 1259374, 2018; in the data active = inhibition above about 50%;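 note: 0% = vehicle wells with protein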
FBW7 activator – FBW7 E3 ligase activators, primary screen, biochemical, AlphaScreen, human; F-box/WD repeat-containing protein 7 (Homo sapiens), Q969H0; AlphaScreen FBW7–phospho-cyclin E peptide binding, activator screen; normalized activity (activation), % at 26.1 µM; actives 0.13% (n = 650,000); AID 1259310, 2017; in the data active = normalized activity above about 1.9%;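 note: purified mutant Fbw7 with reduced substrate affinity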
Target sequence (Q969H0 whole entry, looked up): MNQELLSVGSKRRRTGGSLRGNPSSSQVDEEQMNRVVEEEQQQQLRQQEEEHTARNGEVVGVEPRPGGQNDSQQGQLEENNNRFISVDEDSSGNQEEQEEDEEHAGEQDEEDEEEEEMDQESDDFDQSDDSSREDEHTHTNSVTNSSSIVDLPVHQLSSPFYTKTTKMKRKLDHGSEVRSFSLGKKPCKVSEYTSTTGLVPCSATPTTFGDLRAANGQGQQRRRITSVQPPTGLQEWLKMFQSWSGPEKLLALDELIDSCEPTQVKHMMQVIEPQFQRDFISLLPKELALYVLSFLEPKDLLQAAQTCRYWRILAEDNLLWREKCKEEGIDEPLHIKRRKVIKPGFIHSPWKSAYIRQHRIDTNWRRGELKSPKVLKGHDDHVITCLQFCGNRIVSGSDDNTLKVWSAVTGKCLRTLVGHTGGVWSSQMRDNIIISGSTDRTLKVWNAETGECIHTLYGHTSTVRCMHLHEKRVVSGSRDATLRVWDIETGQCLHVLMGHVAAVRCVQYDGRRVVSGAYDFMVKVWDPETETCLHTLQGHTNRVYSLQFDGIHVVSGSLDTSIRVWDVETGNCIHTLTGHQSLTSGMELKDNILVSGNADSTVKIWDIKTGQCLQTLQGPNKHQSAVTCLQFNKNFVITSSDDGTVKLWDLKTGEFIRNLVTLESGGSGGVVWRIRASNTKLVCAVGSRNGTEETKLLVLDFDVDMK
GPR151 activ – activators of human GPR151, primary screen, cell-based, PathHunter beta-arrestin, luminescence | G-protein coupled receptor 151 (Homo sapiens), Q8TDV0 | PathHunter beta-arrestin GPR151 cells | activation, % at 11.2 µM | actives 1% (n = 650,000) | AID 1508602, 2020; in the data active = activation above about 4.9%;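 note: 0% = median of compound wells and 100% = cells with positive control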
Target sequence (Q8TDV0 whole entry, looked up): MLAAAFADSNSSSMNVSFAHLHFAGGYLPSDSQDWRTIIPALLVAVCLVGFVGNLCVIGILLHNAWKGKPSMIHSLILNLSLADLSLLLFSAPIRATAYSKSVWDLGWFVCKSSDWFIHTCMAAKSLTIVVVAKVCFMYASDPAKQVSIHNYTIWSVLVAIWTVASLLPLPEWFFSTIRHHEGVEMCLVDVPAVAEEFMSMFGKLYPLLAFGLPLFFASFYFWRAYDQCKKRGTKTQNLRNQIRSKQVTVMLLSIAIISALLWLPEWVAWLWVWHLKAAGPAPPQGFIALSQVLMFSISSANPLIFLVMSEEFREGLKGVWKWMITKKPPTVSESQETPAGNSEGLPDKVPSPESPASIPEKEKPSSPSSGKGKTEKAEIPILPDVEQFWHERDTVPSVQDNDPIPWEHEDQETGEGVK
Starred values were filed as active, the others as inactive.

Every second line gives: TEAD-YAP block | MITF inh | FBW7 activator | GPR151 activ
COc1cc(C2NC(=O)c3c(sc4c3CCN(C)C4)N2)cc(OC)c1O (stereo not drawn)
    0 | -4 | 0.1 | -1.3
CCOc1cc(C2C(C#N)=C(N)Oc3n[nH]c(-c4ccc(C)cc4)c32)ccc1OC(=O)c1ccccc1 (stereo not drawn)
    0 | 13 | 0.1 | 1.6
CCOc1ccc(NC(=O)c2sc3ncnc(N4CCN(c5ccc(OC)cc5)CC4)c3c2C)cc1
    -9 | 20 | 0.2 | -0.3
COc1cc(C2Nc3ccc([N+](=O)[O-])cc3C3C=CCC32)cc(OC)c1OC (stereo not drawn)
    8 | 11 | -0.1 | 0.2
O=C(CCN1C(=O)c2ccccc2C1=O)CN1CCC(Cn2cnc3ccccc32)CC1
    4 | 59* | -0.4 | -0.7
O=C1CN(CC(O)COc2ccccc2)CCN1 (stereo not drawn)
    0 | 50 | -0.1 | 1.0
Cc1cc(=O)[nH]c2cc(-c3ccccc3)nn12
    -14 | -6 | -0.1 | -0.8
CCOC(=O)c1c(NC(=O)C(CC)OC(=O)c2cc3ccccc3o2)sc2c1CCCC2 (stereo not drawn)
    4 | 8 | -0.1 | 0.6
CCOC(=O)C1(CC2CC2)CCN(Cc2ccc(F)c(OC)c2)CC1
    5 | -1 | 0.1 | -0.5
CC(C)NC(=O)CNC(=O)Cn1ccc2ccccc2c1=O
    -3 | 13 | -0.1 | 0.6
COc1ccc(OC)c(NC(=O)c2sc3ncn(CC(=O)N4CCC(C)CC4)c(=O)c3c2C)c1
    -12 | 13 | -0.1 | -0.1
O=C(Nc1nnc(S(=O)(=O)NCc2ccccc2)s1)C1CCCCC1
    1 | -5 | 0.1 | 1.2
Cc1cn(C(=O)CN2C(=O)c3cccc4cccc(c34)C2=O)c(C)n1
    -3 | 0 | -0.1 | 1.1
COc1ccc(C2=NN3C(C2)c2ccccc2OC32CCN(C)CC2)cc1OC (stereo not drawn)
    -10 | 10 | -0.1 | -0.8
Cc1cccc(C(=O)N(CCO)Cc2cc3cc4c(cc3[nH]c2=O)OCCO4)c1
    -11 | 20 | -0.1 | 0.0
CC(=O)N1CCc2cc(Br)cc(S(=O)(=O)NCCCN3CC(C)CC(C)C3)c21 (stereo not drawn)
    -3 | 11 | 0.1 | -1.8
CC1=C(C#N)C(c2ccc(C)cc2)C2=C(CC(C)(C)CC2=O)N1 (stereo not drawn)
    5 | -7 | -0.1 | 1.4
CCOc1cccc(/C=N\NC(=O)Cn2nnc3ccccc32)c1O
    7 | 42 | -0.2 | -0.4
COC(=O)c1sc(NC(=O)c2ccco2)nc1C
    -12 | -3 | 0.0 | -0.2
Cc1cc(C)c(S(=O)(=O)Nc2ccc(Cl)c(Cl)c2)c(C)c1
    3 | 11 | 0.0 | -0.5
COc1cccc(-n2cc(C(=O)NCCC(=O)Nc3ccc(OC)cc3OC)c3ccccc3c2=O)c1
    1 | 9 | 0.0 | -0.7
Cc1nc2cc(-c3ccccc3)nn2c(C)c1CC(=O)NCCCN1CCCC1=O
    2 | 12 | -0.1 | -2.0
CCS(=O)(=O)N1CCC2(CC1)CC(=O)c1cc(C)ccc1O2
    6 | 9 | 0.0 | 0.2
Cc1cc2c(s1)c1cnn(Cc3ccccn3)c(=O)c1n2C
    -18 | 12 | 0.0 | 1.1
O=[N+]([O-])c1cccc(/C=N/Nc2ncc(-c3ccccc3)cn2)c1
    -9 | -6 | -0.1 | 0.2
COc1ccc(Nc2nc(N)nc(CN3C(=O)c4ccccc4C3=O)n2)cc1
    0 | 3 | -0.3 | 6.9*
O=C(CN1C(=O)[C@@H]2CCCN2C(=O)c2ccccc21)N1CCOCC1
    16 | 0 | -0.1 | -0.2
CCCCN1C(=O)c2ccc(C(=O)Nc3ccccc3N3CCOCC3)cc2C1=O
    0 | -16 | 0.2 | 0.2
Cn1c(=O)[nH]c(N2CCC3(CC2)OCCO3)c(Cc2ccccc2Br)c1=O
    8 | 5 | 0.1 | -0.5
N#Cc1cc(Nc2ccccc2)c([N+](=O)[O-])cc1C#N
    18 | 16 | 0.1 | -1.6
COc1cc(S(=O)(=O)Nc2ccc(Br)cc2)ccc1N
    -1 | 3 | -0.1 | -0.8
CCOc1ccc(-n2cc(C(=O)Nc3ccccc3OC)c3cc(OC)c(OC)cc3c2=O)cc1
    8 | -7 | -0.1 | -1.3
C=CCOCC(O)Cn1c(NC(C)CC)nc2c1c(=O)[nH]c(=O)n2C (stereo not drawn)
    6 | 7 | 0.0 | 1.5
COC(=O)c1sc(NC(=O)Cc2cccs2)nc1C
    -13 | 12 | 0.2 | 0.1
O=C(SCc1ccccc1)c1ccccc1
    -3 | 16 | 0.0 | -1.3
CC(C)(C)N(Cc1ccccc1)C(=O)CSc1nnc(CNc2ccc(F)cc2)o1
    6 | 1 | -0.3 | 0.5
COc1ccc(-c2noc(CC(=O)NCc3ccccc3)c2-c2ccc(OC)cc2)cc1
    -5 | -13 | 0.0 | 0.9
COCCn1c(=O)c2c(nc3n(C)c(C)cn23)n(C)c1=O
    10 | 4 | -0.1 | 2.2
NC(=O)C1CCN(C(=O)CC2(c3ccccc3)CC(=O)N(CC3CCCCC3)C2=O)CC1 (stereo not drawn)
    -7 | -4 | -0.1 | -0.4
CC(=O)Nc1ccc(S(=O)(=O)Nc2cc(C)cc(C)c2)cc1
    5 | -2 | 0.4 | 1.8
CCOC(=O)N1CCC(N2C(=O)c3ccc(C(=O)NC4CCCCCC4)cc3C2=O)CC1
    -3 | 7 | 0.1 | 0.8
C=CCNc1nc(Cl)ncc1F
    -1 | 2 | 0.1 | 0.6
CCCCCCCC(=O)Nc1ccc(C(=O)Nc2ccc(C(=O)Nc3ccc(OC)cc3)cc2)cc1
    -12 | -4 | -0.1 | 1.7
CC(C)CC(NC(=O)OC(C)(C)C)C(=O)NC(Cc1ccccc1)C(=O)OCc1ccccc1 (stereo not drawn)
    3 | -11 | 0.1 | -0.4
COCc1ccc(CN2CCC(CO)(Cc3ccc(OC)cc3)CC2)o1
    -1 | -5 | 0.0 | -0.3
Cn1c(=O)[nH]c(=O)c2c1nc(NN)n2CC(O)COc1ccccc1 (stereo not drawn)
    1 | -12 | 0.3 | 0.6
CCOc1ccc(NC(=O)COc2ccc(C34CC5CC(CC(C5)C3)C4)cc2)cc1
    4 | 7 | -0.1 | 0.8
COc1ccc2oc(=Nc3ccccc3F)c(C(=O)NC(C)=O)cc2c1
    -13 | 13 | 0.0 | -0.1
Cc1ccccc1CNc1ccc(N2CCOCC2)cc1
    -1 | 15 | 0.0 | -2.7
COC(=O)C1=C(C)NC(=S)NC1c1ccc(OCC(=O)N2CCOCC2)c(OC)c1 (stereo not drawn)
    2 | -1 | -0.1 | 0.0
O=C1C2C3C=CC(C3)C2C(=O)N1CCN1CCCC1 (stereo not drawn)
    6 | -15 | 0.1 | 0.9
O=C(Nc1ccc(C#CC2(O)CCCCC2)cc1)C(c1ccccc1)c1ccccc1
    -2 | 20 | 0.4 | -0.1
CCCCN1CCC(Nc2ccccc2)(C(N)=O)CC1
    11 | 8 | 0.2 | 0.6
COc1ccc(CCNC(=O)c2c(C)nc3ccccn23)cc1OC
    3 | -14 | -0.1 | 0.5
Cc1ccccc1NC(=O)CCS(=O)(=O)c1ccc(Cl)cc1
    5 | 3 | 0.0 | -1.1
CCOc1ccc(C(=O)NCC(=O)OCc2c(C)noc2C)cc1OCC
    0 | 19 | 0.1 | -1.3
Cc1cc(C)nc(SCc2cc(=O)c(OC(=O)c3ccccc3[N+](=O)[O-])co2)n1
    -10 | 9 | -0.1 | 2.3
CCSC1=NCCN1S(=O)(=O)c1ccc(OC)cc1
    -3 | 1 | 0.2 | 1.5
COc1ccccc1-n1c(SCC(=O)Nc2ccc(C)c(Cl)c2)nc2c(sc(=S)n2CCc2ccccc2)c1=O
    7 | -9 | -0.1 | 2.4
CCCN1C(=O)C(O)(CC(=O)c2ccc(F)cc2)c2cc(Br)ccc21 (stereo not drawn)
    10 | 5 | 0.3 | -0.8

Some of the entries above, reformatted.
Compound | TEAD-YAP block | MITF inh | FBW7 activator | GPR151 activ
CCCCCCCC(=O)Nc1ccc(C(=O)Nc2ccc(C(=O)Nc3ccc(OC)cc3)cc2)cc1 | -12 | -4 | -0.1 | 1.7
COCc1ccc(CN2CCC(CO)(Cc3ccc(OC)cc3)CC2)o1 | -1 | -5 | 0.0 | -0.3
CCOc1ccc(C(=O)NCC(=O)OCc2c(C)noc2C)cc1OCC | 0 | 19 | 0.1 | -1.3
CC(C)(C)N(Cc1ccccc1)C(=O)CSc1nnc(CNc2ccc(F)cc2)o1 | 6 | 1 | -0.3 | 0.5

Further compounds
Every second line gives: TEAD-YAP block | MITF inh | FBW7 activator | GPR151 activ
O=C(CSc1nnnn1-c1ccc2c(c1)OCO2)Nc1ccc(F)c(F)c1
    -4 | -16 | 0.1 | 0.0
CC1CN(Cc2c(O)ccc3c2oc(=O)c2ccccc23)CC(C)O1 (stereo not drawn)
    -2 | 17 | -0.5 | 2.1
CCC1CCCCN1C(=O)c1ccc(C)c(F)c1F (stereo not drawn)
    4 | 0 | -0.2 | -0.9
CC(C)CCNC(=O)CSc1nc2ccsc2c(=O)n1NC(=O)COc1ccccc1Br
    1 | 2 | 0.0 | 1.6
CC(NC(=O)CN1C(=O)CSc2ncccc21)C12CC3CC(CC(C3)C1)C2 (stereo not drawn)
    3 | 16 | 0.0 | -0.1
Cc1cc(C)c(NC(=S)N(Cc2cccnc2)Cc2ccco2)c(C)c1
    -1 | -6 | -0.1 | 1.4
O=C(CSc1nnc(-c2ccccc2Br)o1)Nc1nncs1
    -11 | 18 | -0.6 | 1.3
CC1CCN(C(=O)c2ccc(F)cc2)CC1
    -2 | -6 | 0.2 | 0.3
Cc1nn(-c2ccccc2)c2sc(C(=O)Nc3cccc(F)c3)cc12
    -3 | 7 | -0.1 | 0.1
Cc1sc(NC(=O)c2ccccc2I)c(C(=O)O)c1C
    -4 | -3 | -0.1 | 0.2
Nc1ccc(C2(c3ccc(N)cc3)C(=O)Nc3ccccc32)cc1
    2 | -11 | -0.1 | -0.1
O=C(Cc1ccc(-n2cnnn2)cc1)NC1(c2ccc3c(c2)OCO3)CCCC1
    18 | 10 | 0.2 | 1.8
COc1ccccc1-n1c(SCC(=O)NNC=O)nnc1-c1ccc(C)cc1
    -46 | 84* | 0.0 | -1.9
COc1cc(/C=N/NC(=O)c2ccc(NC(=O)c3ccc(F)cc3)cc2)ccc1O
    8 | 2 | -0.1 | -0.6
COc1ccc(/C=N/NC(=O)c2ccc[n+](CCO)c2)cc1
    2 | 4 | -0.1 | -0.1
NC(=O)C1CCN(c2c3c(nc4nncn24)CCC3)CC1
    4 | -4 | 0.0 | 2.7
CCOc1ccc(NC(=O)c2c(NC(C)=O)sc3c2CCCC3)cc1
    11 | 10 | 0.0 | -0.4
CN1CCCC(NC(=O)c2cccc(-n3cc(NC(=O)Cc4ccccc4)cn3)c2)C1 (stereo not drawn)
    16 | 6 | 0.7 | -0.8
O=C1OC(c2ccc(I)cc2)=N/C1=C\c1cccc(F)c1
    9 | 1 | -0.1 | -0.3
CN(C(=O)c1ccsc1)C(Cc1ccccc1F)C1CCN(C(=O)C2CCOC2)CC1 (stereo not drawn)
    -3 | 8 | -0.1 | -1.2
Cc1ccc2nc(-c3ccc(I)cc3)cn2c1
    5 | 11 | 0.1 | -0.6
c1cncc(Nc2nc(NC3CC3)c3[nH]cnc3n2)c1
    24 | -11 | -0.1 | -0.8
CCN1C(C(=O)c2ccccc2)=C(OC(=O)c2ccccc2)c2ccccc2S1(=O)=O
    4 | -6 | -0.2 | -1.2
C/C(CC(=O)Nc1ccccc1F)=N\NC(=O)COc1ccc(Br)cc1C
    6 | -6 | 0.1 | 0.6
O=C1C2CCCCC2C(=O)N1c1ccc(F)c([N+](=O)[O-])c1 (stereo not drawn)
    3 | 31 | 0.1 | 0.2
CN(c1ccccc1)S(=O)(=O)c1ccc(C(=O)Nc2nnc(C(F)(F)F)o2)cc1
    -1 | -16 | 0.1 | -0.1
COc1ccc(-c2csc(NC(=O)CSc3n[nH]c(N)n3)n2)cc1
    -10 | 20 | 0.7 | 0.9
COc1ccc2c(c1)OC(C)CN(CC(=O)NC(C)c1cnc(-c3ccccc3)s1)C2 (stereo not drawn)
    -3 | -1 | -0.2 | -0.8
CCOC(=O)C1=C(C)N=c2s/c(=C/c3cc(Br)c(Br)o3)c(=O)n2C1c1cccs1 (stereo not drawn)
    -10 | 3 | -0.3 | -1.2
O=C(N/N=C/c1ccc(O)cc1O)NC1CCCCC1
    -4 | 24 | -0.2 | 0.8
O=C(C1CCCC1)N1CCC(c2ccc3c(c2)OCO3)CC1
    -2 | 4 | -0.2 | 0.1
O=C(c1ccccc1)N1CCN(Cc2ccc([N+](=O)[O-])cc2)CC1
    9 | -46 | 0.1 | 0.1
Cc1cccc(Oc2cc(NC(=O)c3sc4ccccc4c3Cl)cc([N+](=O)[O-])c2)c1
    -9 | 8 | -0.1 | 0.6
CC1CCCN(C(=O)C2CC(Cc3ccc(F)cc3)=NO2)C1 (stereo not drawn)
    -44 | 10 | -0.1 | 1.0
CCOc1ccc2c(c1)C(c1cccnc1)=NNC(c1ccc(OC)cc1)=N2
    2 | 6 | -0.1 | 0.5
Cc1ccc(NC(=O)CSc2nc3ccccc3c(=O)n2CCCC(=O)NCCc2ccccc2)cc1C
    12 | 1 | -0.1 | 0.3
O=C(COc1ccc(Cl)cc1)Nc1cc(=O)[nH]c(=O)[nH]1
    2 | -12 | -0.2 | -0.8
O=C(O)c1cccnc1OCc1ccccc1
    3 | -3 | 0.0 | -0.9

Bioassay records (PubChem BioAssay)
